Assay outcomes as filed in PubChem BioAssay.
Vif-APOBEC3F blk = blocks the Vif interaction with APOBEC3F. HeLa A3F-eYFP + Vif (tagged APOBEC3F with the HIV-1 protein that degrades it), YFP fluorescence increase. Potency, µM (highest dose often 46.1 µM), for the others: at the highest dose activity, negative = active. 390,000 tested, 0.2% active; note: potency is the fitted concentration of half-maximal effect; % of control where 0% means no effect; nearly all actives have a fitted effect of over 65% in size
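HeLa cells stably expressing Vif plus C-terminally eYFP-tagged A3F were seeded, incubated overnight at 37 deg C, dosed with compound, incubated overnight again at 37 deg C. Yellow fluorescence (Ex 488/Em 500-530) reported blocked Vif-mediated A3F-eYFP degradation.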
RXFP1 agonist = activates the human relaxin receptor RXFP1. 370,000 tested, 0.3% active. Potency, µM (highest dose often 57.5 µM), for inactives: at the highest dose activation, usual class: activators. HEK293T-RXFP1 cAMP TR-FRET, 30 min; response scale: percent of porcine relaxin response, buffer zero. Q9HBX9; note: potency is the fitted concentration of half-maximal effect; % is set by controls: 0 for no effect and ±100 for the full control effect; nearly all actives have a fitted effect of over 60% in size; many of its hits are not listed in these tables
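cAMP rise read by TR-FRET after 30 min, 37C compound exposure (up to 58 uM) in RXFP1-transfected HEK293 cells with Ro 20174 present. EC50 from Hill-equation fits, with 29 nM porcine relaxin as 100% and buffer as basal.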
D1 antag = human D1 dopamine receptor antagonism; P21728; HEK293 TREx D1 cells, calcium flux, dopamine EC80; active compounds read low; activity change, negative = inhibition, % at 10 µM; 360,000 tested, 3.2% active; AID 504652; in the data active = activity change below about -30%; note: % is set by controls: 0 for no effect and ±100 for the full control effect
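Tetracycline-induced HEK293 T-REx cells with force-coupled D1 receptor were loaded with a no-wash calcium dye. Compound was added after a 10 s baseline and read kinetically for 180 s; EC80 dopamine was then added and calcium flux followed another 180 s.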
D2 potentiator = positive allosteric modulators of human D2 dopamine receptor; P14416; HEK293 T-REx D2, calcium flux, EC20 dopamine potentiation; potentiation, % at 10 µM; 340,000 tested, 0.34% active;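 active = potentiation over 3 SD above the plate norm, cut at about 30% in these data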; note: 0% is about no effect
Target sequence (P14416 whole entry, looked up): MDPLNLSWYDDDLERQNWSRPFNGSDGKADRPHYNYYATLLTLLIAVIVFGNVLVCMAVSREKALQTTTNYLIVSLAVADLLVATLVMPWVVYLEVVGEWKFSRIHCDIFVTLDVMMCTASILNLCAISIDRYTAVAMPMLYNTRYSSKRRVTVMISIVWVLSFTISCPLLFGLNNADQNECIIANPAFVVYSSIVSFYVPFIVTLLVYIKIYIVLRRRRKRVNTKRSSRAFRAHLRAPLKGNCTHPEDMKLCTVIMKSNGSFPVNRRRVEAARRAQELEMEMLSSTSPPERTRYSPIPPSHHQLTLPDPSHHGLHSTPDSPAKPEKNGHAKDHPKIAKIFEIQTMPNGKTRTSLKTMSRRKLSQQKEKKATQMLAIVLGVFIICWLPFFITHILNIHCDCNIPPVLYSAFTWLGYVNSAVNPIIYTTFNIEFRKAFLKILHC
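Using a no-wash calcium dye in inducible, force-coupled HEK293 Trex cells expressing D2, we tracked fluorescence each second for 180 s after compound, then for 180 s after EC20 dopamine to detect augmented signalling.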
Vif-APOBEC3G blk = blocks the Vif interaction with human APOBEC3G. Q9HC16. HeLa A3G-eYFP + Vif (tagged APOBEC3G with the HIV-1 protein that degrades it), YFP fluorescence, overnight. Potency, µM (top dose mostly 46.1 µM), without a hit: at the highest dose activity, negative = active, most hits filed as inhibitors. 410,000 tested, 0.076% active;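 note: potency is the fitted concentration of half-maximal effect; % is set by controls: 0 for no effect and ±100 for the full control effect; nearly all actives have a fitted effect of over 60% in size; hits raise eYFP signal because A3G escapes Vif-driven loss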
Target sequence (Q9HC16 whole entry, looked up): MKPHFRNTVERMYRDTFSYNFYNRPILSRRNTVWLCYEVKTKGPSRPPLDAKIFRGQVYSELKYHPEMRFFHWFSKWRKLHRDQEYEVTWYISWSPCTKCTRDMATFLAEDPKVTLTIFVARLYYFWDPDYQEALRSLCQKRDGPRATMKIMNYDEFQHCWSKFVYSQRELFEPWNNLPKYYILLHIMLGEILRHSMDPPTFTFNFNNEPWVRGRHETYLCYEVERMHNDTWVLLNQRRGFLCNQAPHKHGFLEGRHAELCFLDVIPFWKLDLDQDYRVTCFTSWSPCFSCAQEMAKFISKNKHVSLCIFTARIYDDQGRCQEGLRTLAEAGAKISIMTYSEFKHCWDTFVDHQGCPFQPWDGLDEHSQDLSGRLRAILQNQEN
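HeLa cells stably expressing Vif and C-terminally eYFP-tagged A3G, seeded overnight at 37 deg C, then exposed to compound by pintool overnight at 37 deg C. Rise in yellow fluorescence (Ex 488/Em 500-530, Acumen) marks blocked Vif-driven A3G degradation.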
LDHA inh = inhibitors of human lactate dehydrogenase A. activity change, % (values are at about 110 or 230 µM). P00338. 480,000 tested, 0.15% active. purified LDHA, NADH/diaphorase-resazurin fluorescence; active compounds read low; in the data active = activity change below about -30%; inconclusive = mostly about -25% to -30%;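 note: plate controls were DMSO wells for no effect and wells without enzyme for full effect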
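LDH5 2 nM; NADH 0.06 mM, pyruvate 0.2 mM; 200 mM Tris pH 7.4, EDTA, Tween-20; 5 min RT. Detection: diaphorase 0.133 mg/mL + resazurin 37 µM, fluorescence ex540/em590 at 0 and 20 min; normalized to enzyme-free and DMSO wells.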
D1 ag = human D1 receptor agonism. HEK293 T-REx D1 cells, calcium flux, agonist mode. activation, % at 2 µM. 360,000 tested, 1% active. AID 504660; in the data active = activation above about 30%; note: 0% is about no effect
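Agonism was scored from calcium flux recorded over 180 s (1 read/s) after pintool compound addition, following a 10-cycle baseline. Cells were inducible force-coupled HEK293 TREx D1, plated overnight at 30 C and loaded with no-wash calcium dye.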
D1 potentiator = enhances dopamine response at the human D1 receptor; P21728; HEK293 TREx D1 cells, calcium flux, dopamine EC20 potentiation; potentiation, % at 10 µM; 360,000 tested, 0.036% active; in the data active = potentiation above about 30%; note: 0% is about no effect
GRP78 ERSR act = induces the endoplasmic reticulum stress response in human glioma cells | U87-MG GRP78 promoter luciferase reporter, 16 h | Potency, µM, for the others: at the top dose activation, hits mostly activators | 420,000 tested, 0.02% active; note: potency is the fitted concentration of half-maximal effect; series mostly up to about 76 µM; % of control where 0% means no effect; nearly all actives have a fitted effect of over 35% in size
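Stably transfected U87-MG human glioma cells carrying a GRP78-based luminescent sensor were seeded at 1000 cells/well, pin-dosed with compounds and incubated 16 h. Luciferase reagent was then added, and end-point luminescence was read after 10 min at room temperature.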
Starred values were filed as active, the others as inactive; u = inconclusive; x = not tested or not shown; & = joins results of further samples; [ ] = dose if it differs, or a comment. Unless noted, calls come from the whole dose curve; as a rule, active = well fitted curve in the direction sought with a large enough effect; inconclusive = small, poorly fitted or top-dose-only effect, or another doubt; inactive = no such curve, though single readings can be large; an effect the other way counts as inactive or inconclusive.

SMILES	Vif-APOBEC3F blk	RXFP1 agonist	D1 antag	D2 potentiator	Vif-APOBEC3G blk	LDHA inh	D1 ag	D1 potentiator	GRP78 ERSR act
Cc1cc(C)cc(S(=O)(=O)c2cnc3ccccc3n2)c1	8%	-1.0%	7	-1	-4%	-3	-1	-1	-13%
CC1CCN(c2oc(-c3cccs3)nc2S(=O)(=O)c2ccccc2)CC1	2%	-1.5%	0	-6	-1%	-6	0	-4	0%
Cc1ccc(NC(=O)C2COc3ccccc3O2)c(C)c1 (stereo not given)	0%	-1.1%	-9	8	0%	-7	1	-5	8%
Cc1cccc(Cn2cc(S(=O)(=O)c3ccc(Cl)cc3)c(=O)c3cc4c(cc32)OCO4)c1	3%	-0.8%	0	11	-3%	-7	4	-1	-4%
CSc1ccccc1NC(=O)COc1nsnc1N1CCOCC1	-6%	0.1%	1	-4	3%	-5	5	3	-3%
O=C(c1cnsn1)N1CCN(c2ccccc2)CC1	3%	3.0%	2	9	2%	-7	1	-2	-3%
CCOC(=O)C1CCN(c2ncnc3c2cnn3C)CC1	-3%	18%	3	2	-6%	-4	3	-2	-2%
Cc1ccc(C(=O)CSc2nc3ccccc3c(=O)[nH]2)cc1	5%	-0.1%	-30*	-4	1%	-1&-10	0	-2	-4%
COc1ccc(Cl)cc1NC(=O)c1sc2nc(C)nc(N3CCOCC3)c2c1C	4%	u	-5	2	0%	1	3	-3	-6%
COc1ccc(NCCC#N)cc1	7%	-0.3%	-13	19	0%	7	3	3	-3%
Cc1ccc(C(=O)COC(=O)CN2C(=O)C3C4CCC(C4)C3C2=O)cc1C (stereo not given)	-4%	2.4%	-7	-6	1%	1	2	-3	2%
COc1cccc(C2c3c(C)nn(-c4ccc([N+](=O)[O-])cc4)c3N=C3C(=O)Nc4ccccc4N32)c1 (stereo not given)	8%	1.1%	-2	7	0%	-12	8	1	-2%
CCCN(CCC)CCCNC(=S)Nc1ccc2nc(N3CCN(C)CC3)cc(C)c2c1	-13%	-0.5%	9	-24	6%	-5	1	6	-5%
Cc1[nH]c2ccc(C(=O)N3CCN(C)CC3)cc2c1C	6%	3.6%	4	13	4%	1&-1	3	-1	0%
CS(=O)(=O)Nc1ccc(C(=O)NCCSCc2c(F)cccc2Cl)cc1	6%	-2.5%	-4	10	0%	-5	13	3	-2%
c1ccc(CO/N=C(\c2ccc(C3CC3)nc2)C2CC2)cc1	-3%	-1.1%	9	3	0%	1	0	10	4%
COc1ccc(C(=O)NCC(c2cccnc2)N2CCN(c3ccccc3F)CC2)cc1OC (stereo not given)	-6%	1.1%	10	-6	1%	-14	-1	-3	-1%
COc1cccc(C#Cc2ccc3c(c2)O[C@H](CN(C)C)[C@@H](C)CN([C@@H](C)CO)S3(=O)=O)c1	2%	x	x	x	1%	2	x	x	-2%
Cc1cc(C)c2cc(C(c3nnnn3C3CCCC3)N3CCOCC3)c(=O)[nH]c2c1 (stereo not given)	0%	0.6%	18	19	-2%	2	8	0	-5%
Cc1cccc(C(=O)NC(C(=O)Nc2cccc(S(=O)(=O)N3CCCC3)c2)C(C)C)c1 (stereo not given)	4%	-0.8%	4	-11	-5%	-11	4	2	-7%
CC(C(=O)N1CCCC1)N1CCN(S(=O)(=O)c2ccccc2)CC1 (stereo not given)	2%	x	x	x	-2%	1	x	x	-2%
CCOC(=O)C1CCN(c2cc(=O)n(-c3ccc(OC)cc3)c(=O)[nH]2)CC1	-10%	-0.1%	12	-5	-1%	-2	1	-2	-3%
O=C(NCc1ccccn1)C1CCN(S(=O)(=O)N2CCCCC2)CC1	-1%	0.2%	1	10	-3%	-1	1	-5	-3%
CC(=O)c1cc(-c2ccccc2)n(CCC(=O)NCCc2ccccc2)c1C	-3%	3.8%	-4	14	3%	2	5	-5	-1%
O=C(CCS(=O)(=O)c1cc2c3c(c1)CCN3C(=O)CC2)NCc1ccc(F)cc1	2%	-1.6%	3	-4	3%	-15	1	-1	0%

Looked up above.
Cc1cccc(C(=O)NC(C(=O)Nc2cccc(S(=O)(=O)N3CCCC3)c2)C(C)C)c1 (stereo not given) in GRP78 ERSR act is entered as -7%
COc1cccc(C2c3c(C)nn(-c4ccc([N+](=O)[O-])cc4)c3N=C3C(=O)Nc4ccccc4N32)c1 (stereo not given) in LDHA inh is entered as -12

New compounds follow
SMILES	Vif-APOBEC3F blk	RXFP1 agonist	D1 antag	D2 potentiator	Vif-APOBEC3G blk	LDHA inh	D1 ag	D1 potentiator	GRP78 ERSR act
O=C(NCCS(=O)(=O)N1CCN(c2ccccc2)CC1)c1cccs1	-5%	0.0%	1	4	-5%	-1	-1	1	-5%
COC(=O)c1ccccc1NC1=C/C(=N\S(=O)(=O)c2cccs2)c2ccccc2C1=O	3%&-3%	-2.6%	1	19	-10%&2%	38&48	9	-5	1%&-13%
COc1ccc(C(=O)N/N=C2\CCS(=O)(=O)c3ccc(F)cc32)cc1OC	0%	0.0%	-5	-7	u	-1	3	0	-3%
Cc1cccc(NC(=O)c2ccc(-n3ccnc3)nc2)c1	6%	-2.6%	3	13	4%	-4	5	1	-1%
COc1ccccc1C(NC(C)=O)c1cc(Cl)c2cccnc2c1O (stereo not given)	u	0.1%	-2	-4	-3%&1%	19&4	9	-2	-1%&-4%
Cc1cccc(NC(=O)c2ccc(S(=O)(=O)N3CCCCCC3)cc2)n1	2%	-0.9%	-21	7	0%	-1	17	-8	3%
COCCN1CCn2c(nc3cc(Nc4nnc(C)c5ccccc45)ccc32)C1	-4%	-39%[inhibitor]	-2	9	1%	0	2	-3	-2%
O=C(NCCCN1CCCC1)c1ccc(CSCc2cccc(Cl)c2)o1	-3%	0.6%	-21	-14	0%	-12	12	-3	2%
CCOC(=O)C1(CCOC)CCN(Cc2nc(-c3cccs3)oc2C)CC1	-7%	0.7%	-20	-22	0%	-4	1	-5	-3%
C[C@H](CO)N1C[C@H](C)[C@H](CN(C)C(=O)NC2CCCCC2)Oc2ncc(Br)cc2C1=O	1%	x	x	x	-3%	3	x	x	-3%
COC1=CC(=O)OC(c2ccco2)C1 (stereo not given)	-14%	x	x	x	0%	-4	x	x	-6%
COc1ccc(C(=O)NN)cc1	-9%	-0.7%	-13	-4	-1%	-4	1	1	-6%
CC(=O)Nc1cc2c3ccccc3n(C)c2cc1[N+](=O)[O-]	2%	x	x	x	-2%	-2	x	x	-6%
Nc1cc(=O)[nH]c(SCC(=O)c2ccc(O)cc2O)n1	1%	1.9%	-5	-5	-4%	-2	4	-6	1%
Cc1ccc([N+](=O)[O-])cc1N/C=C/C(=O)c1ccco1	-2%	-2.5%	-1	11	-8%	4	5	-3	7%
CSc1nncc(-c2ccccc2)n1	-13%	-2.1%	0	2	0%	-1	2	1	2%
CC12CCC(=O)C=C1CCC1C3CC(O)C(O)(C(=O)CO)C3(C)CC(O)C12F (stereo not given)	5%	x	x	x	-1%	-1	x	x	2%
CCCS(=O)(=O)N1CCC(C(=O)N2CCN(C(=O)OCC)CC2)CC1	0%	0.4%	9	x	-3%	-5	1	2	-3%
Cc1nc(CSc2nc3[nH]ncc3c(=O)n2-c2ccccc2)cs1	2%	0.0%	-10	3	-4%	0	0	-2	-4%
O=C1CCCCC1C1(O)C(=O)Nc2ccccc21 (stereo not given)	-18%	x	x	x	1%	-2	x	x	-2%
O=C(OCC(=O)N1N=C(c2ccc(Cl)cc2)CC1c1ccco1)c1cccnc1 (stereo not given)	u	x	x	x	-6%	2	x	x	-8%
COc1ccc(-c2nc(CN3CCC(C(=O)NCCCN4CCN(c5ccccc5F)CC4)CC3)c(C)o2)cc1OC	-21%	0.0%	-10	x	2%	4	0	-4	-7%
Cn1cccc1CC(=O)N/N=C/c1ccc([N+](=O)[O-])cc1	11%	1.8%	1	-3	-5%	4	2	0	5%
Cc1ccc(-c2csc3n[nH]c(=S)n23)cc1	3%	4.6%	-4	-5	-9%&2%	-9&-9	1	3	-1%&7%
Cc1ccc(NC(=O)C2(c3ccccc3)CC2(Cl)Cl)cc1C (stereo not given)	-12%	1.9%	5	-1	1%	-3	6	-7	1%
(list continues)
SMILES	Vif-APOBEC3F blk	RXFP1 agonist	D1 antag	D2 potentiator	Vif-APOBEC3G blk	LDHA inh	D1 ag	D1 potentiator	GRP78 ERSR act
O=C(CCc1ccc(O)cc1)c1c(O)cc(O)cc1O[C@@H]1O[C@H](CO)[C@@H](O)[C@H](O)[C@H]1O	1%	1.6%	0	-2	-1%	-3	2	0	-2%&-1%
N#Cc1ccsc1NC(=O)CN1CCCCCC1	-2%	1.7%	-10	8	1%	-3	2	-5	0%
CN(C)S(=O)(=O)c1ccc(N2CCCC2)c(C(=O)NNC(=O)c2ccccc2)c1	1%	-0.1%	15	6	-8%	-11	1	-1	-5%
CCCCCOc1ccc(/C=c2\sc3nc(=O)c(-c4ccccc4)nn3c2=O)cc1OC	2%	1.1%	-4	x	-7%	-6	2	-3	-4%
CC(=O)N1CCN(c2ccccc2NC(=O)c2ccco2)CC1	0%	2.7%	9	5	1%	-8	1	2	1%
Nc1nonc1-n1nnc(C(=O)N/N=C/c2cccc(Cl)c2)c1-c1ccc2c(c1)OCO2	1%	-0.4%	-5	1	1%	-1	7	-1	-1%
N#CCCn1c(=S)[nH]c2ccccc21	-3%	0.2%	-3	1	3%	-2	1	-2	-6%
CCN(C(=O)COC(=O)c1cccc(S(=O)(=O)N(C)C)c1)c1c(N)n(Cc2ccccc2)c(=O)[nH]c1=O	4%	x	x	x	0%	-2	x	x	1%
CN(C)c1ccc(CNC(=O)CN(C)S(=O)(=O)c2ccc3c(c2)c(=O)n(C)c(=O)n3C)cc1	1%&5%	2.1%&2.8%	33&-4	-13&10	0%&0%	0&-2	12&0	-3&2	-3%&-1%
OC(COc1ccc(CN2CCCCO2)cc1)CN1CCCCC1 (stereo not given)	9%	-2.0%	19	-11	0%	1	6	-1	-3%
Cc1ccc(F)cc1CNC(=O)C1CCC(=O)N(CC2CCCCC2)C1 (stereo not given)	0%	-0.7%	3	10	1%	0	1	0	7%
O=C(c1ccc(-n2cnnn2)cc1)N1CCOCC1	x	0.3%	-6	-6	1%	-5	2	0	-5%

Not all compounds are listed; rates above refer to the full screens.
